High-throughput results: PubChem BioAssay, National Center for Advancing Translational Sciences (NCATS)
aGlu spleen mod: qHTS Assay for Inhibitors and Activators of Human alpha-Glucosidase From Spleen Homogenate. Lysosomal alpha-glucosidase (Homo sapiens), P10253. human spleen homogenate, 4-MU-alpha-glucoside fluorescence. actives 0.006% (n = 240,000). Potency, µM (doses to about 79.9 µM), for the others: at the top dose activity change, negative = inhibition, hits mostly inhibitors. AID 2112, 2009;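 note: 0% = enzyme with vehicle and -100% = no enzyme basal signal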
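Enzyme source: human spleen homogenate, 1 ug/well. Buffer 50 mM citric acid/K phosphate pH 5.0, 0.01% Tween-20. 4-MU-alpha-glucoside 1 mM; 37 C x 40 min; NaOH/glycine stop; fluorescence.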
HTT ATP protect: qHTS Multiplex Assay to Identify Dual Action Probes in a Cell Model of Huntington: Cytoprotection (ATP); PC12 HTT-Q103 induced, cytoprotection, ATP luminescence, 40 h; Potency, µM (titrated, usually from 56.4 µM), inactives show cytoprotection (ATP increase), actives largely listed as activators; actives 0.14% (n = 230,000); AID 1471, 2008;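 note: % of control where 0% means no effect; nearly all actives have a fitted effect of over 45% in size; toxic huntingtin expression switched on by the ecdysone agonist tebufenozide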
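Compounds were screened for protection of PC12 cells against cell death after tebufenozide induction (100 nM final) of mutant Huntingtin exon 1 (Q103) fused to GFP.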
HttQ103 aggreg: qHTS Multiplex Assay to Identify Dual Action Probes in a Cell Model of Huntington: Aggregate Formation (GFP) | PC12 HttQ103-GFP aggregates, Acumen cytometry, 40 h | Potency, µM (doses to about 46.1 µM), inactives show top-dose activity change, negative = inhibition, most hits filed as inhibitors | actives 1.1% (n = 220,000); note: % is set by controls: 0 for no effect and ±100 for the full control effect; nearly all actives have a fitted effect of over 60% in size
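Steps: seed 1500 PC12 HTTQ103-GFP cells/well; add tebufenozide, 100 nM final; add compound titration; add ATPLite reagent; quantify GFP aggregates by laser scanning cytometry.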
IMPase Li cell: qHTS Assay for Identifying the Cell-Membrane Permeable IMPase Inhibitors: Potentiation with Lithium. AID 1457, 2008. actives 0.35% (n = 210,000). Potency, µM (highest dose often 59.4 µM), for inactives: at the top dose activity, negative = IMPase inhibition, hits mostly inhibitors. CHO-M1 cells, IP1 TR-FRET (IP-One), carbachol + lithium;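 note: IP1 builds up when IMPase is blocked and the TR-FRET signal falls; plate controls were basal vehicle for no effect and high inhibitor control for full effect; nearly all actives have a fitted effect of over 50% in size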
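CHO cells stably expressing M1 receptor (2000/well, cultured 16–30 h) treated 30 min at 37C with compound plus low lithium. Cytosolic IP1 by TR-FRET (665/620 ratio and 620 channel) after 10 min lysis; AC50 by Hill fit.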
RGS12 GoLoco inh: qHTS Assay for Inhibitors of RGS12 GoLoco Motif Activity (Red Fluorophore) | actives 0.44% (n = 230,000) | Potency, µM (series often up to 61.6 µM), for the others: at the highest dose activity, negative = inhibition, most hits filed as inhibitors | Gai1:RGS12 GoLoco peptide FP, rhodamine, 10 min | Guanine nucleotide-binding protein G(i) subunit alpha-1 (Homo sapiens), P63096 | AID 880, 2007; active = well fitted inhibition curve with a large enough effect, not every such curve was filed as active; inactive = no such curve, though single readings can be large or run the other way; note: % is set by controls: 0 for no effect and ±100 for the full control effect; nearly all actives have a fitted effect of over 30% in size; many of its hits are not listed in these tables
Target sequence (P63096 whole entry, looked up): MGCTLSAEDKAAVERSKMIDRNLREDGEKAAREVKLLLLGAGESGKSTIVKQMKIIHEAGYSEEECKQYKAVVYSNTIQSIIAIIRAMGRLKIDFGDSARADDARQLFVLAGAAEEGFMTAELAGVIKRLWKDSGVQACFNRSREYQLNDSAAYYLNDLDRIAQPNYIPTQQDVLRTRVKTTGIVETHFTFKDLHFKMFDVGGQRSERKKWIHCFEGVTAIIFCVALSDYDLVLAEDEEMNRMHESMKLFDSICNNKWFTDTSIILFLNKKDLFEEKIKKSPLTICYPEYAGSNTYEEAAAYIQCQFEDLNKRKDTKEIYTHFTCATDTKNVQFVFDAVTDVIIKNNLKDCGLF
GAA inhib: qHTS Assay for Inhibitors of Human alpha-Glucosidase as a Potential Chaperone Treatment of Pompe Disease; Lysosomal alpha-glucosidase (Homo sapiens), P10253; purified human GAA, 4-MU-alpha-glucoside fluorescence; Potency, µM (doses to about 76.9 µM), inactives show at the top dose activity change, negative = inhibition, hits mostly inhibitors; actives 0.005% (n = 200,000);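 note: plate controls were uninhibited enzyme wells for no effect and no-enzyme background for full effect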
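AC50 values come from Hill fits of compound titrations (up to 77 uM) against 4 nM human enzyme. Substrate 4-methylumbelliferyl-alpha-D-pyranoside at 400 uM, pH 5.0 citrate buffer, 20 min room temperature; fluorescence Ex 365/Em 440 after alkaline stop.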
GAA glycogen mod: qHTS Assay for Inhibitors and Activators of Human alpha-Glucosidase Cleavage of Glycogen; actives 0.38% (n = 300,000); recombinant GAA, glycogen substrate, Amplex Red glucose oxidase fluorescence; Lysosomal alpha-glucosidase (Homo sapiens), P10253; Potency, µM (titrated, usually from 76.4 µM), for the others: top-dose activity change, negative = inhibition, actives largely listed as inhibitors;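 note: 0% = full enzyme reaction and -100% = no-enzyme basal signal; the screen sought inhibitors and activators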
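Recombinant enzyme (4 nM final) with compounds titrated up to 77 uM and bovine liver glycogen (30 ug) in citrate pH 5.0, 0.01% Tween-20, 37 C 40 min. Released glucose detected by Amplex Red/glucose oxidase (Ex 573/Em 610); AC50 from Hill fits.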
* hit, by the source's call; ? = inconclusive; · = no result given; [ ] = dose if it differs, or a comment. Unless noted, calls come from the whole dose curve; as a rule, active = well fitted curve in the direction sought with a large enough effect; inconclusive = small, poorly fitted or top-dose-only effect, or another doubt; inactive = no such curve, though single readings can be large; an effect the other way counts as inactive or inconclusive. Potency is the fitted concentration of half-maximal effect. A portion of the library; count on the stated rates, not on these rows.

SMILES | aGlu spleen mod | HTT ATP protect | HttQ103 aggreg | IMPase Li cell | RGS12 GoLoco inh | GAA inhib | GAA glycogen mod
CC(C)n1c(SCC(=O)NCc2ccco2)nc2c1c(=O)n(C)c(=O)n2C | -5.4% | -16.8%[10 µM] | 11.3%[9.22 µM] | 22.0%[38.3 µM] | 4.2% | -3.8% | 1.4%
Cc1cc(Cl)ccc1OC(C)C(=O)NCCc1ccc2c(c1)OCCO2 (centres undefined) | 3.3% | 12.5%[10 µM] | 7.8% | 21.4% | 2.9% | 7.5% | 1.3%
CCOC(=O)NNc1ccc2nonc2c1[N+](=O)[O-] | -8.3% | 22.6%[10 µM] | 6.0%[9.22 µM] | · | -32.7% | -23.3% | 6.0%
CCC(c1nnnn1Cc1ccco1)N(CCc1ccccc1)Cc1cc2cc(C)ccc2[nH]c1=O (centres undefined) | -12.5% | -17.5%[10 µM] | 28.2µM* | · | · | -1.5% | 1.8%
Cc1nc(C(=O)Nc2ccc(F)cc2)nn1-c1ccc([N+](=O)[O-])cc1 | -8.6% | 3.6%[10 µM] | 7.0% | 18.9%[38.3 µM] | -0.9% | 6.7% | -2.1%
NC(=O)N[C@H]1NC(=O)NC1=O | -3.2%[29.1 µM] | 5.6%[40.3 µM] | 11.0%[20.6 µM] | 2.2% | -4.8%[21.6 µM] | · | ·
C=CCn1c(SCC(=O)Nc2ccc3c(c2)OCCO3)nnc1-c1ccccn1 | -15.5% | -24.1%[0.074 µM] | -8.0% | -10.1%[38.3 µM] | 3.2% | -5.3% | 0.4%
CNS(=O)(=O)c1cccc(C(=O)OCC(=O)Nc2ccc(OC)cc2[N+](=O)[O-])c1 | -2.3% | -8.6%[10 µM] | -1.2% | -0.9% | 4.1% | -1.6% | 1.8%
Clc1ccc2c(c1)C(C1=NCCN1)c1ccccc1CS2 (centres undefined) | -2.9% | · | -3.5% | 11.8% | -1.8% | 7.0% | 9.4%
CCCNc1nc2c(c(=O)n(C)c(=O)n2C)n1Cc1ccc(F)cc1 | 0.6% | -3.0%[10 µM] | ? | 36.8%[activator][38.3 µM] | -1.4% | -5.9% | 5.4%
CCNC(=S)Nc1cc(C)ccn1 | 2.8% | 5.5%[10 µM] | -5.8% | 0.7% | 2.0% | -2.4% | -4.5%
CC(C)(C)NS(=O)(=O)c1ccc(CCC(=O)NCc2cccnc2)cc1 | -4.6% | 0.2% | 15.6% | 10.7%[38.3 µM] | 3.2% | 0.7% | 5.9%
Cc1ccc(S(=O)(=O)NNC(=O)C(O)(c2ccccc2C)c2ccccc2C)cc1 | 10.6% | 8.7%[10 µM] | 10.6% | -1.3% | 11.2% | -7.4% | -8.1%
COc1cc(NC(=O)COC(=O)c2ccc(S(=O)(=O)N3CC(C)CC(C)C3)cc2)c(C)cc1[N+](=O)[O-] (centres undefined) | -1.4% | 10.6%[10 µM] | -3.8% | -0.9% | -2.5% | -2.2% | 3.0%
CC1(C)CC(=O)C(C=Nc2ccccc2)=C(O)C1 | -2.1% | 1.7% | 4.1% | · | · | -11.8% | 8.2%
O=C(/C=C1\NC2(CCCC2)Cc2ccccc21)N1CCOCC1 | -5.8% | 8.3%[10 µM] | -21.9% | 11.9% | -3.9% | 0.3% | -1.8%
CCOC(=O)c1c(NC(=O)N/N=C/c2ccccc2OCC)sc(C(C)=O)c1C | -2.9% | 17.9%[10 µM] | 10.6% | 1.1% | 9.6% | -4.3% | 4.3%
CSc1nc(C)c(C(=O)C[n+]2ccccc2)cc1C#N | 1.6% | 18.6%[10 µM] | 17.6%[9.22 µM] | · | 13.3% | -14.6% | 0.1%
Nc1nc(SCCO)[nH]c(=O)c1NC(=O)c1ccccc1F | 2.0% | -16.0% | -12.3% | -8.5% | 2.9% | -4.5% | -0.7%
CCOC(=O)c1c(-c2cccs2)csc1NC(=O)CN1CCOCC1 | -11.2% | 15.6%[1.9 µM] | -11.3% | 34.1%[activator][38.3 µM] | 2.3% | -2.7% | -4.0%
O=C(N/N=C/c1cccc([N+](=O)[O-])c1)c1ccc(COc2ccccc2-c2ccccc2)cc1 | -0.3% | 20.3%[1.9 µM] | -3.8% | -2.8% | 1.6% | -18.3% | 7.2%
COc1ccc(C=O)cc1Cn1c(C)cc(C)c(C#N)c1=O | 1.5% | -34.4%[inhibitor] | -14.6% | 4.5% | 4.6% | -3.6% | 6.9%
O=C(Oc1ccc(F)cc1C(=O)/C=C/c1cccs1)c1cccc([N+](=O)[O-])c1 | -2.8% | -11.4% | -5.3% | 2.0%[38.3 µM] | 9.9% | -9.6% | -10.3%
CCN(CC)c1ccc(C(=O)OCC(=O)Nc2ccc3[nH]c(=O)[nH]c3c2)cc1 | 1.7% | -7.1%[10 µM] | 30.1% | 4.1% | 11.5% | -14.3% | -2.9%
CN(C)/C=C1\C(=O)N(c2ccc(Cl)cc2)CS1(=O)=O | 0.3% | -38.2% | 8.2% | -7.9%[38.3 µM] | 3.5% | 0.4% | 0.1%
COc1ccc(C)cc1N(CC(=O)N/N=C/c1ccccc1C(=O)O)S(=O)(=O)c1ccccc1 | 0.1% | -19.7% | -3.1% | -4.0% | 11.7% | -1.0% | 3.9%
Cc1c(-c2cc[n+]([O-])cc2)oc2ccc(Br)cc2c1=O | 1.0% | 8.3%[10 µM] | 28.7% | 12.1% | 20.2% | 4.9% | 13.0%
CCCn1c(N2CCN(CC(=O)Nc3ccc4c(c3)OCCO4)CC2)nc2ccccc21 | -9.2% | -7.0%[10 µM] | -1.5% | 7.3% | 3.8% | 4.8% | 2.9%
O=C1OC(c2cccs2)=N/C1=C\c1ccc(-c2cccc(Cl)c2)o1 | -2.0% | 5.9%[10 µM] | 15.3% | -6.0% | 47.5%[activator] | -12.1% | -13.9%
O=C1c2cccnc2C(=O)N1Cc1ccco1 | -3.8% | -9.3% | 12.6% | -5.2%[38.3 µM] | 11.3% | 5.4% | -2.2%
CCOc1ccc(CN2CCC(C(=O)N3CCN(c4ccccc4F)CC3)CC2)cc1OC | 5.0% | 7.8%[1.9 µM] | -14.2% | 16.9%[38.3 µM] | 0.5% | -9.5% | 5.3%
CCOC(=O)c1c(OCCO)noc1N | -12.4% | -24.5% | -8.3% | 2.9% | 13.9% | 3.9% | -12.7%
Nc1nc(SCC(=O)c2ccc(Br)s2)n[nH]1 | 2.7% | -16.7%[10 µM] | 8.9% | -5.7% | 20.3% | 3.3% | -12.5%
C=CCN(CC=C)S(=O)(=O)c1ccc(C(=O)Nc2nc3c(s2)CCc2ccccc2-3)cc1 | 5.6% | -11.9%[10 µM] | 15.5% | 6.5% | 2.9% | 1.7% | 1.8%
O=C(O)c1ccc(NS(=O)(=O)c2ccc(Cl)c(Cl)c2)cc1O | -8.8% | 7.6% | 3.2% | -7.1%[38.3 µM] | 2.5% | -3.4% | -1.8%
CC1CCCCC1NC(=O)c1cc2c(s1)CS(=O)(=O)C2 (centres undefined) | 6.1% | 8.9% | -5.6% | -6.0%[38.3 µM] | 7.9% | -0.8% | 3.4%
COc1ccc(C)cc1NC(=O)COC(=O)c1ccc(OCc2ccc(Cl)cc2Cl)c(OC)c1 | -6.4% | 11.9%[10 µM] | 10.1% | ? | 2.9% | 1.2% | 2.6%
CCCCn1c(SCC(=O)NCc2ccccc2)nc2ccc(N3CCOCC3)cc2c1=O | -5.1% | -19.6%[0.074 µM] | ? | -4.9%[38.3 µM] | -1.2% | 6.4% | 0.2%
CC(C)CCNC(=O)c1cccnc1Sc1ccccc1 | -3.0% | 4.3%[10 µM] | -7.1% | 1.2% | -2.1% | 0.4% | 13.9%
O=C(c1cc2ccccc2c(=O)o1)N1CCCC1 | 0.9% | -1.1%[10 µM] | 9.7% | 1.3% | 10.8% | -4.5% | 2.0%
Cc1cccc2cc(CN(CCN3CCOCC3)C(=O)NCc3ccccc3)c(=O)[nH]c12 | -14.5% | -5.5% | -1.1% | 30.3%[38.3 µM] | 6.9% | -2.1% | 2.0%
CCC1CCc2sc(C(=O)O)cc2C1 (centres undefined) | 4.7% | -11.4% | -18.1% | -9.6%[38.3 µM] | -9.8% | 4.8% | 2.8%
CC1(C)CC(=O)C2=C(C1)OC(N)=C(C#N)C2C#Cc1ccccc1 (centres undefined) | 1.3% | -2.0% | 10.6% | 10.0%[38.3 µM] | 17.3% | -3.3% | 20.3%
CCC(C)Nc1nc(N)c([N+](=O)[O-])c(Nc2cc(OC)ccc2OC)n1 (centres undefined) | -11.9% | 5.2%[10 µM] | 5.1%[9.22 µM] | · | -6.0% | · | -6.3%
Cc1ccc2nc(SCC(=O)c3ccc(O)cc3O)[nH]c2c1 | 2.3% | -3.4%[10 µM] | 7.8%[9.22 µM] | · | 83.3%[activator] | ? | 0.8%
CC(=O)c1sc(NC(=O)C(C)(C)C)nc1C | -6.1% | 5.6%[10 µM] | -16.2% | -11.4% | 1.3% | 4.1% | -7.5%
CCn1c(C(C)C)n[nH]c1=S | -1.1% | -26.1% | 13.1% | -4.4% | -4.4% | 3.0% | 0.2%
CCCCOC(=O)c1ccc(NC(c2ccc(C)cc2)P(=O)(OC)OC)cc1 (centres undefined) | -4.2% | 30.6%[10 µM] | 17.5% | 5.1% | 3.8% | -13.2% | 14.4%

3 structures from above, sorted by length of the SMILES, largest number first.
SMILES | aGlu spleen mod | HTT ATP protect | HttQ103 aggreg | IMPase Li cell | RGS12 GoLoco inh | GAA inhib | GAA glycogen mod
Cc1cccc2cc(CN(CCN3CCOCC3)C(=O)NCc3ccccc3)c(=O)[nH]c12 | -14.5% | -5.5% | -1.1% | 30.3%[38.3 µM] | 6.9% | -2.1% | 2.0%
CCCCOC(=O)c1ccc(NC(c2ccc(C)cc2)P(=O)(OC)OC)cc1 (centres undefined) | -4.2% | 30.6%[10 µM] | 17.5% | 5.1% | 3.8% | -13.2% | 14.4%
CC1(C)CC(=O)C2=C(C1)OC(N)=C(C#N)C2C#Cc1ccccc1 (centres undefined) | 1.3% | -2.0% | 10.6% | 10.0%[38.3 µM] | 17.3% | -3.3% | 20.3%
